# Compound activity deposited in PubChem by several laboratories.
# IEC-6 cytotox = cytotoxicity in IEC-6 intestinal epithelial cells, primary screen, cytotoxicity control for KLF5 inhibitor project, cell-based, luminescence | IEC-6 cytotoxicity, luminescence viability | 0.78% of 290,000 active | AID 1825, 2009 | inhibition, % at 5 µM; in the data active means inhibition above about 22%;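 further: 0% = plate median of test compound wells and 100% = cytotoxic reference compound wells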
# aSyn 5UTR inh = MLPCN primary screen, SNCA 5' untranslated region; alpha-synuclein 5'UTR reporter, inhibitor activity; inhibition, % (tested at 7.5 µM); 0.82% of 300,000 active; in the data active means inhibition above about 60%;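 further: H4 neuroglioblastoma cells stably carrying SNCA 5'UTR luciferase fusion; 0% = DMSO wells and 100% = positive control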
# MrgX1 antag = antagonists of human MrgX1 receptor, primary screen, HEK293 cells, Fluo-4 calcium flux; AID 588676, 2011; BAM8-22 antagonism; stronger effect = lower value; Mas-related G-protein coupled receptor member X1 (Homo sapiens), Q96LB2; B-score at 10 µM; 1.3% of 310,000 active;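 active means calcium-response B-score plate-corrected more than 3 library SD below zero, starting fluorescence within 5 deviations, no agonist response on first addition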;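 further: peak minus trough fluorescence over baseline after final BAM8-22 challenge near maximal dose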
# TRPC6 act = mouse TRPC6 channel activators, primary screen, cell-based, HEK293, membrane potential dye; HEK293-TRPC6 membrane potential dye fluorescence; stronger effect = higher value; AID 2550, 2010; 0.13% of 310,000 active; Short transient receptor potential channel 6 (Mus musculus), Q61143; B-score at 10 µM;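 active means B-score of the integrated fluorescence ratio above library mean plus 3 SD, and starting fluorescence ratio within library mean plus 5 SD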;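 further: higher score means more depolarization so channel activation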
# Target sequence (Q61143 whole entry, looked up): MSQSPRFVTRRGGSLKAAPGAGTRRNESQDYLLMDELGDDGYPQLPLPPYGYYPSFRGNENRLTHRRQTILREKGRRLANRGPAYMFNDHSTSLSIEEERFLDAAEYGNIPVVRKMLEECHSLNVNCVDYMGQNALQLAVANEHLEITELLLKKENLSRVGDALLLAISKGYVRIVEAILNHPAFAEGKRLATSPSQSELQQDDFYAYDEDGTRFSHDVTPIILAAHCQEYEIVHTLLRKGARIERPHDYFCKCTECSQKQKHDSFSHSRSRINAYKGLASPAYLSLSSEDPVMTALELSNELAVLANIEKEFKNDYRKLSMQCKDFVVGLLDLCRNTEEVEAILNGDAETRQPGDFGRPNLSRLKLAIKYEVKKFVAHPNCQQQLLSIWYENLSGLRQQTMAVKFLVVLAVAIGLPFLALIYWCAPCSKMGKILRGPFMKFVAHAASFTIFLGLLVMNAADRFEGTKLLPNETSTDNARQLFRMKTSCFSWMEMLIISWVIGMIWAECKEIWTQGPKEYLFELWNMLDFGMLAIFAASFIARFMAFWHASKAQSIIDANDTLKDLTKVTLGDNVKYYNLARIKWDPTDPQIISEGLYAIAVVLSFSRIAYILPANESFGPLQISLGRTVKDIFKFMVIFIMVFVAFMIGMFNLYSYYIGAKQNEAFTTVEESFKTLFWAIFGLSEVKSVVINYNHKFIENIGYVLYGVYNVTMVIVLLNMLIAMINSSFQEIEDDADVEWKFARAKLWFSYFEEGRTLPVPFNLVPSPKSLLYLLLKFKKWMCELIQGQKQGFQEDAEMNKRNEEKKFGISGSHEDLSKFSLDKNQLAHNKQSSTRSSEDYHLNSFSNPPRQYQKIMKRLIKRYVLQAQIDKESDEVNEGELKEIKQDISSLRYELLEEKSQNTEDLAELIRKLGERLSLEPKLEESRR
# SKKanGAS inh = S. pyogenes SKKanGAS growth inhibitors in kanamycin, primary screen, streptokinase expression inhibitor project, SKKanGAS strain, BacTiter-Glo luminescence. 1.3% of 300,000 active. inhibition, % at 7.5 µM. 6 h. AID 1662, 2009;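 active means mean replicate score, as percent of positive control median, at least 50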;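 further: strain carries kanamycin resistance gene driven by streptokinase promoter and grows in 40 µg/ml kanamycin; loss of luminescence reflects streptokinase promoter inhibition or plain growth inhibition; 0% = median of DMSO wells and 100% = positive control at its reference dose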
# TRPC4 agonist = activators of mouse TRPC4 channel, primary screen, Fluo4 calcium, HEK293 TRPC4beta/mu-opioid cells | Short transient receptor potential channel 4 (Mus musculus), Q9QUQ5 | Fluo4 calcium fluorescence; stronger effect = higher value | B-score at 10 µM | 0.49% of 310,000 active;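 active means B-score above 5 SD of library B-scores, and initial fluorescence ratio not above library mean plus 5 SD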;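 further: positive B-score marks a calcium rise read as TRPC4 activation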
#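 System – HEK293 cells stably co-expressing mouse TRPC4beta and mu-opioid receptor · Signal – Fluo4 calcium-sensitive dye fluorescence, kinetic, 1 Hz baseline · Benchmarks – buffer (low) and maximal DAMGO (high) · Read-out – B score of integrated fluorescence ratio per well · Incubation – dye loading 45 min room temperature, 110 s kinetic read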
# TRPC6 inh = mouse TRPC6 channel inhibitors, primary screen, cell-based, HEK293, membrane potential dye; Short transient receptor potential channel 6 (Mus musculus), Q61143; ACh-evoked depolarization; stronger effect = lower value; B-score at 10 µM; 1.1% of 310,000 active;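 active means B-score under library mean minus 3 SD, initial fluorescence not abnormally high, positive integrated signal ratio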;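 further: B-score derived from integrated fluorescence ratio over the kinetic read; more negative B-score means stronger inhibition of depolarization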
# KLF5 inh = KLF5 expression inhibitors, primary screen, DLD-1 cells, luminescence | DLD-1 KLF5 promoter-luciferase reporter | inhibition, % at 5 µM | 0.23% of 290,000 active | AID 1700, 2009;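 active means inhibition above a per-plate limit of that plate's mean compound inhibition plus 3 SD, cut at about 60% in these data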;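 further: 0% = DMSO wells and 100% = LY294002 at 200 µM; higher means less KLF5 promoter-driven luciferase light; inactives centre near -14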
# TRPC4 inh = inhibitors of mouse TRPC4 channel, primary screen, Fluo4 calcium, HEK293 TRPC4beta/mu-opioid cells | Short transient receptor potential channel 4 (Mus musculus), Q9QUQ5 | B-score at 10 µM | DAMGO-evoked Fluo4 calcium flux; stronger effect = lower value | 0.39% of 300,000 active | AID 2247, 2010;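 active means B-score over 3 SD under the library average, no early fluorescence shift, positive overall ratio signal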
#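 material = TRPC4beta/mu-opioid receptor HEK293 cell line | probe or stimulus = sequential submaximal and maximal DAMGO stimulation | compound dosing = one concentration per compound | measured by = Fluo4 Ca2+ flux fluorescence | evaluation = integrated fluorescence ratio relative to baseline, converted to per-well B score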
# TRPC4 PAM = positive allosteric modulators of TRPC4, primary screen, cell-based, mouse TRPC4beta, HEK293 mu-opioid, Fluo-4 calcium; Short transient receptor potential channel 4 (Mus musculus), Q9QUQ5; DAMGO EC20, Fluo-4 Ca2+ flux; stronger effect = higher value; B-score at 10 µM; 0.42% of 310,000 active; AID 2227, 2009;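 active means B-score of calcium response area above 5 SD of library B-scores, with initial fluorescence ratio within 5 SD of library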;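 further: B-score of integrated fluorescence ratio over time as area under calcium response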
# HIF activator = HIF pathway transcriptional activators, primary screen, cell-based, U2OS HRE-luciferase, luminescence. U2OS HRE-luciferase reporter; normalized: DMSO 0%, desferrioxamine 100%. activation, % at 7.5 µM (by protocol). 0.32% of 300,000 active;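 active means mean activation of at least 10% of the iron chelator positive control signal, with at least half of replicates also reaching 10%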
# Active calls of the source: *; i = inactive; . = no result given.
molecule,IEC-6 cytotox,aSyn 5UTR inh,MrgX1 antag,TRPC6 act,SKKanGAS inh,TRPC4 agonist,TRPC6 inh,KLF5 inh,TRPC4 inh,TRPC4 PAM,HIF activator
O=C(Cc1cccs1)Nc1ccc2c(c1)C(=O)OC2,-6,8,i,i,2,i,i,4,i,i,0.2
COCC1CCCN(C(=O)c2ccc3oc(C(C)C)nc3c2)C1 (stereo unspecified),4,-21,i,i,-3,i,i,-15,i,i,-0.1
O=C(COC(=O)Cc1ccc(Cl)cc1)Nc1c(F)cccc1F,-1,9,i,i,-5,i,i,-18,i,i,-0.3
O=C(CN1CCc2cc3c(cc2C1)OCCCO3)Nc1ccc(S(=O)(=O)N2CCCC2)cc1,3,19,i,i,1,i,i,-26,i,i,-0.2
N#C/C(=C\c1ccc(OCc2ccc(F)cc2)cc1)C(=O)Nc1cccc(C(=O)O)c1,-8,-108,i,i,5,i,i,-46,i,i,1.7
COCCn1c(CCC(=O)O)nc2c1c(=O)[nH]c(=O)n2CC(C)C,-1,-12,i,i,-5,i,i,0,i,i,-0.3
CCn1c(SCc2cc(=O)n3ccsc3n2)nc2ccccc21,-3,-15,i,i,4,i,i,-29,i,i,0.8
CCOc1ccc(OCC)c(NC(=O)CN2CCN(c3cc(C)ccc3C)CC2)c1,1,12,i,i,35,i,i,-8,i,i,0.0
O=C(Nc1ccc(N2CCN(C(=O)C3CC3)CC2)cc1)c1cccs1,-2,-2,i,i,3,i,i,-1,i,i,0.8
CCOC(=O)c1sc(NC(=O)CSC(=S)N2CCN(C)CC2)nc1C,1,31,i,i,17,i,i,14,i,i,0.5
NNC(=O)c1ccc(Cn2cc(Br)cn2)o1,7,-23,i,i,-2,i,i,-28,i,i,0.4
C#CCNC(=O)C1=C[C@H](c2coc3ccccc3c2=O)C[C@H](OCCCCO)O1,1,15,i,i,2,i,i,2,i,i,0.0
CCCCN(C(=O)Nc1ccc(OCC)cc1)C1CCN(C(C)=O)CC1,-1,17,i,i,-11,i,i,6,i,i,0.2
Cc1ccc(C(=O)SC2=NCCS2)cc1,1,-2,i,i,0,i,i,12,i,i,-0.1
OCc1ncc(-c2ccccc2)s1,-4,-26,i,i,-9,i,i,-30,i,i,-0.8
CCOc1ccccc1/C=N/NC(=O)c1nnn(-c2nonc2N)c1CN1CCCC1,-7,-12,i,i,-2,i,i,-14,i,i,-0.3
O=C(C[n+]1ccc(-c2ccccc2)cc1)Nc1ccc([N+](=O)[O-])cc1,-5,9,i,i,-5,i,i,-3,i,i,-0.4
Cc1ccc(C2=CSC3=NNC4(CCCCC4)NN23)cc1,2,-126,i,i,-2,i,i,-63,i,i,4.3
Cn1c(=O)[nH]c(=O)c2c1nc(N1CCc3ccccc3C1)n2CCSc1nc2ccccc2s1,4,2,i,i,3,i,i,-10,i,i,0.5
CC(C)OCCCNC(=O)c1cccs1,-5,-3,i,i,-15,i,i,-4,.,i,0.1
C=CCn1c(C)cc(-c2csc(NCC)n2)c1C,4,-14,i,i,4,i,i,-6,i,i,-0.2
CNC(=O)C1CCN(S(=O)(=O)c2c(C)noc2/C=C/c2ccccc2F)CC1,0,-69,i,i,-3,i,i,-18,i,i,0.0
CCOc1cccc(OCCCCn2cnc3ccccc3c2=O)c1,-6,28,i,i,-11,i,i,0,i,i,-0.4
CCCc1cc(=O)[nH]c(SCC(=O)N(CC)C2CCS(=O)(=O)C2)n1 (stereo unspecified),0,-17,i,i,1,i,i,-15,i,i,0.0
COc1cc(CN2CCCC(C(=O)c3ccc(SC)cc3)C2)cc(Cl)c1O (stereo unspecified),-1,1,i,i,1,i,i,-23,i,i,-0.3
Clc1ccccc1Cc1noc(CN2CCCCC2c2ccccn2)n1 (stereo unspecified),-8,-10,i,i,0,i,i,-12,i,i,0.0
CCN(Cc1nc(-c2ccccc2)no1)C(=O)c1ccco1,1,-24,i,i,1,i,i,-23,i,i,-0.2
O=C(Nc1ccc(N2CCN(C(=O)c3ccco3)CC2)cc1)c1ccccc1Br,4,-10,i,i,3,i,i,-16,i,i,0.4
CS(=O)(=O)N1CCc2cc(C(=O)Nc3ccccc3Cl)ccc21,-1,-96,i,i,-6,i,i,-48,i,i,1.8
Cc1nnc(Sc2cc(C(=O)NC3CC3)c3ccccc3n2)s1,0,31,i,i,-7,i,i,-5,i,i,-0.1
CCOC(=O)CN(C(=O)c1ccccc1)c1ccccc1C,-10,14,i,i,10,i,i,15,i,i,-0.6
N#Cc1nc(-c2ccco2)oc1NCCc1ccccc1,5,-43,i,i,20,i,i,-40,i,i,0.3
Cc1ccc(-c2csc(N3CCC[C@@H]3C(=O)NCCn3c(-c4ccncc4)nc4ccccc43)n2)cc1,8,-26,i,i,20,i,i,5,i,i,-0.1
Cc1nc(CNC(=O)C2CCC(=O)N(CCc3ccc(Cl)cc3)C2)sc1C (stereo unspecified),-5,-25,i,i,-4,i,i,-11,i,i,0.3
COc1ccc(S(=O)(=O)N(CCCN2CCOCC2)Cc2ccc(OC)c(OC)c2)cc1,-1,15,i,i,4,i,i,-22,i,i,0.2
O=S(=O)(Nc1cccc(S(=O)(=O)N2CCOCC2)c1)c1cccs1,-4,0,i,i,-8,i,i,-8,i,i,-0.1
CCN(CC)c1ccc(/C=C2\C(=N)N3N=C(CC(=O)N4CCOCC4)SC3=NC2=O)cc1,-3,16,i,i,12,i,i,-35,i,i,-0.3
CCCc1nn(-c2cc(Cl)ccc2OC)c2c1C(=O)CC(C)(C)C2,3,-4,i,i,8,i,i,6,i,i,-0.1
Cc1ccccc1NC(=S)NC(C)C(c1cccs1)N1CCOCC1 (stereo unspecified),-4,14,i,i,-6,i,i,-24,i,i,0.0
Cc1ccc(S(=O)(=O)Nc2cccc(C(=O)NCC3(N4CCCCC4)CCCCC3)c2)cc1F,.,-17,i,i,-6,i,i,.,i,i,-0.9
O=c1[nH]c(=O)n(C2OC(CO)C(O)C2O)cc1Br (stereo unspecified),1,19,i,i,-3,i,i,-22,i,i,0.9
CCCC1(c2ccccc2)NC(=O)N(CC(=O)Nc2sc(-c3ccccc3)cc2C(=O)OCC)C1=O (stereo unspecified),0,-7,i,i,6,i,i,-4,i,i,0.4
CN1CCN(CCC(=O)N/N=C/c2ccccn2)CC1,-5,6,i,i,-2,i,i,4,i,i,-0.3
Cc1occc1-c1nnc(SCC(=O)N(C)C)o1,-2,-27,i,i,4,i,i,-59,i,i,0.8
CCOc1ccc(-n2c(=O)c3c4c(sc3n(CC(=O)NCc3ccco3)c2=O)CCC4)cc1,-6,12,i,i,10,i,i,-11,i,i,-0.1
COCCNc1ccc(N2C(=O)C3CCCCC3C2=O)cc1[N+](=O)[O-] (stereo unspecified),-2,9,i,i,-5,i,i,-12,i,i,0.3
CC(=O)Nc1ccc(OC(=O)CC2SC(=O)NC2=O)cc1 (stereo unspecified),-2,-10,i,i,0,i,i,8,i,i,0.0
Cc1ccc(C(=O)COC(=O)CCC(=O)NC2CCCCC2)cc1C,-8,11,i,i,-8,i,i,-6,i,i,-0.1
C/C=C(\C)C(=O)N1CC2(CC(c3cccc(NC(=O)COc4ccc(Cl)cc4)c3)=NO2)C[C@@H]1C(N)=O (stereo partly specified),.,19,i,i,1,i,i,.,i,i,-2.0
COC(=O)c1cc(OC(=O)c2ccc(=O)[nH]c2)cc(C(=O)OC)c1,-5,-1,i,i,3,i,i,-11,i,i,-0.1
O=S(=O)(Nc1cccc(-n2cnnn2)c1)c1ccccc1,4,-13,i,i,-1,i,i,-23,i,i,0.4
O=C(c1ccccc1Br)N1CCn2c1nc1ccccc12,-5,6,i,i,27,i,i,-4,i,i,0.7
O=C(NC1CCN(Cc2ccccc2)CC1)c1cccc(OC(F)F)c1,3,-1,i,i,-5,i,i,-19,i,i,-7.7
Cc1cc(=O)[nH]c(SCC(=O)NCc2ccco2)n1,-10,-10,i,i,-2,i,i,-38,i,i,-0.4
COc1ccc(C(=O)N2CCCC(N3CCN(c4ccccc4OC)CC3)C2)c(OC)n1 (stereo unspecified),-4,10,i,i,-5,i,i,9,i,i,-0.3
COc1ccc2c(c1)[nH]c1c(N3CCSCC3)ncnc12,6,-19,-12*,i,0,i,i,4,i,i,-0.5
CC12CCC(C[N+](C)(C)C1)C2(C)C (stereo unspecified),-2,2,i,i,3,i,i,-10,i,i,-0.7
Clc1cccc(CN2CCN(Cc3ccco3)CC2)c1,1,-11,i,i,-2,i,i,-15,i,i,-1.8
COc1c(C)cc(C(=O)C2CCCN(C(=O)/C=C/c3ccccn3)C2)cc1C (stereo unspecified),4,12,i,i,3,i,i,5,i,i,0.7
COc1ccc(CNc2cc(C)nc3ncnn23)c(OC)c1,-2,38,i,i,0,i,i,-13,i,i,-0.1

# The list goes on:
molecule,IEC-6 cytotox,aSyn 5UTR inh,MrgX1 antag,TRPC6 act,SKKanGAS inh,TRPC4 agonist,TRPC6 inh,KLF5 inh,TRPC4 inh,TRPC4 PAM,HIF activator
O=c1c2ccccc2ncn1Cc1ccc2c(c1)OCO2,4,5,i,i,3,i,i,-20,i,i,-1.0
COc1ccc(C)cc1NC(=O)C(Sc1nnc(-c2cccs2)o1)c1ccccc1 (stereo unspecified),3,-27,i,i,9,i,i,-25,i,i,0.5
CCCOC(=O)CSc1nnc(-c2ccc(Cl)cc2Cl)o1,2,10,i,i,-2,i,i,-15,i,i,-0.5
Cc1nn(C(C)C(=O)NC2CCC(C)CC2)c(=O)c2nn(-c3ccccc3)c(C)c12 (stereo unspecified),1,-3,i,i,-4,i,i,-97,i,i,0.2
CCOC(=O)Cn1c(C)c(C#N)c2ccccc21,2,7,i,i,2,i,i,-18,i,i,-10.0
